# Screens (PubChem)
# p53ts 32C kill – qHTS Screen for Compounds that Selectively Target Cancer Cells with p53 Mutations: Cytotoxicity of p53ts Cells at the Permissive Temperature. H1299-p53A138V at 32C, ATP luminescence viability, 24 h. Potency, µM (top dose mostly 46.1 µM), for inactives: at the highest dose activity change, negative = cytotoxicity, hits mostly cytotoxic. hit rate 0.93% among 130,000. AID 924, 2007;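 also: 0% = DMSO and -100% = full killing by reference compound; nearly all actives have a fitted effect of over 55% in size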
#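 Cells: H1299 p53ts (A138V), 600/well, pre-incubated 16–30 h at 37C. Cpd up to 46 uM, 24 h, 32C. Readout: ATPlite luminescence, 20 min RT. Normalization: DMSO vs tamoxifen 100 uM. AC50 by Hill equation.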
# Imprint erasure – qHTS Assay for Compounds that Induce Erasure of Genomic Imprints | mouse ES Peg3-LacZ reporter, beta-gal luminescence, 40 h | Potency, µM (top dose mostly 60.7 µM), inactives show top-dose activity change, positive = activation, usual class: activators | hit rate 0.02% among 110,000;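 also: 0% = negative control wells on the plate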
#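 Readout: BetaGlo luminescence (5 min, room temp) for LacZ from the normally silent maternal Peg3 allele in female Peg3LacZ-Neo ES cells. Cells 300/well, 40 h, 37C, 5% CO2. Data normalized per plate to negative controls.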
# IkB signaling – IkB Signaling. ABC-DLBCL IkBa-CBG/CBR dual luciferase ratio, 4 h; response scale: scaled: untreated 0%, proteasome inhibitor 100%. Potency, µM (series often up to 57.1 µM), for inactives: at the top dose IkBa stabilization activation. hit rate 0.04% among 110,000. AID 445, 2006; active = well fitted curve in the direction sought with a large enough effect in the signal ratio, not every such curve was filed as active; inconclusive = small, poorly fitted or top-dose-only effect, or a change in a side signal; the % refers to the signal ratio;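 also: the direction sought is a rising ratio; 0% = basal untreated cells and 100% = reference inhibitor full response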
#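 Curves were fitted separately to fusion (green), unfused (red) and ratio luminescence, then classed by r2, magnitude and activity. Cells: OCI-Ly3, 4 h compound plus doxycycline at 37C; 10 uM MG-132 defined full response.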
# p53ts 39C tox – qHTS Screen for Compounds that Selectively Target Cancer Cells with p53 Mutations: Cytotoxicity of p53ts Cells at the Nonpermissive Temperature | H1299-p53A138V viability at 39C, ATP luminescence, 24 h | Potency, µM (top dose mostly 46.1 µM), without a hit: at the top dose activity change, negative = cell killing, actives largely listed as cytotoxic | hit rate 1.5% among 130,000 | AID 902, 2007; also: nearly all actives have a fitted effect of over 55% in size
# An asterisk follows results filed as active; ? = inconclusive; . = no result given; & = joins results of further samples; [ ] = another dose, or the depositor's remark. Unless noted, calls follow the shape of the dose curve; as a rule, active = well fitted curve in the direction sought with a large enough effect; inconclusive = small, poorly fitted or top-dose-only effect, or another doubt; inactive = no such curve, though single readings can be large; an effect the other way counts as inactive or inconclusive. Unless noted, % is scaled to controls: 0 for no effect and ±100 for the full control effect; potency is read from the fitted curve at half-maximal effect.
# Abbreviations – A = p53ts 32C kill; B = Imprint erasure; C = IkB signaling; D = p53ts 39C tox
1: CC(C)CCNC(=O)CCCOc1cc(=O)n(C)c2ccccc12
  A: -4.2%	B: -22.3%	C: 8.0%	D: -12.9%
2: COc1cc(OC)c(NC(=O)c2ccc(-n3cnc4cccnc43)cc2)cc1Cl
  A: 8.5%	B: 8.6%[10.9 µM]	C: ?	D: 8.1%
3: CCc1ccc(NC(=O)Cn2c(=O)n(Cc3ccco3)c(=O)c3oc4ccccc4c32)cc1
  A: 0.1%	B: -14.3%[10.9 µM]	C: -0.1%	D: -6.9%
4: CCOC(=O)c1c(C)[nH]c(CCC(=O)Nc2ccc(Cl)cc2C)c1C
  A: 10.1%	B: -6.7%[10.9 µM]	C: -1.0%	D: -18.6%
5: CCC(C)(C(=O)NC1CCCCC1)N(C(=O)C1CCC(=O)N1)c1ccc(C)cc1 (configuration not stated)
  A: -3.9%	B: 8.3%	C: 3.8%	D: -2.5%
6: CCOC(=O)c1c(O)[nH]c(=O)c(CC)c1C
  A: 4.7%[9.22 µM]	B: -5.1%[10.9 µM]	C: 0.2%[11.4 µM]	D: -0.7%[9.22 µM]
7: Cc1cn2c(=O)c(S(=O)(=O)NCc3ccc(F)cc3)c(C)nc2s1
  A: -3.0%	B: -5.4%[10.9 µM]	C: -0.1%	D: -7.2%
8: CC1CCCCN1CCNC(=O)c1cc2c(-c3ccccc3F)nn(C)c2s1 (configuration not stated)
  A: 5.7%	B: -22.2%	C: 3.7%	D: -10.4%
9: O=C1CCc2cc(S(=O)(=O)NCCC(=O)N3CCN(c4cccc(Cl)c4)CC3)ccc2N1
  A: 7.4%	B: -21.0%	C: 0.3%	D: -2.1%
10: Cc1cccc(OCc2nc(C#N)c(NCCN(C)C)o2)c1
  A: -4.6%	B: -21.3%	C: -0.9%	D: -6.5%
11: Nc1cc(-c2nn[nH]n2)ccc1F
  A: -14.7%	B: -15.5%	C: -0.7%	D: -13.4%
12: FC(F)(F)COc1nc(OCC(F)(F)F)nc(N2CCN(c3ccccc3)CC2)n1
  A: 7.1%	B: -16.1%	C: 1.1%	D: -9.6%
13: O=c1cc(-c2cccc(O)c2)oc2ccc(O)cc12
  A: ?	B: -23.7%	C: .	D: ?
14: COC(=O)c1ccc(NS(=O)(=O)c2ccc3c(c2)n(C)c(=O)c(=O)n3C)cc1
  A: 3.4%	B: 29.1%[10.9 µM]	C: 0.2%	D: 14.8%
15: CCC(C)(C)NC(=O)C1CCN(c2nc(C)cc(C)n2)CC1
  A: 1.1%	B: -4.1%	C: 0.4%	D: -9.7%

# Values by screen from the list:
# Entries 4 to 15 in IkB signaling, in turn: -1.0%, 3.8%, 0.2%[11.4 µM], -0.1%, 3.7%, 0.3%, -0.9%, -0.7%, 1.1%, ., 0.2%, 0.4%

# One compound at a time, as listed above:
# O=c1cc(-c2cccc(O)c2)oc2ccc(O)cc12 reads p53ts 32C kill = ?; Imprint erasure = -23.7%; IkB signaling = .; p53ts 39C tox = ?
# Cc1cccc(OCc2nc(C#N)c(NCCN(C)C)o2)c1 reads p53ts 32C kill = -4.6%; Imprint erasure = -21.3%; IkB signaling = -0.9%; p53ts 39C tox = -6.5%

# Continuation.
# Abbreviations – A = p53ts 32C kill; B = Imprint erasure; C = IkB signaling; D = p53ts 39C tox
16: CCOC(=O)c1c(C)[nH]c(C)c1S(=O)(=O)N(C)CC(=O)N1CCN(c2ccccc2)CC1
  A: 7.7%	B: 2.7%[10.9 µM]	C: 0.6%	D: 3.7%
17: Cc1ccccc1C
  A: 5.3%&11.5%[1.84 µM]	B: -0.2%&9.5%	C: -2.3%&2.4%	D: 5.9%&8.2%
18: Cc1cc(OCC(=O)N(Cc2sccc2C)C2CCS(=O)(=O)C2)ccc1Cl (configuration not stated)
  A: 6.5%	B: 3.1%[10.9 µM]	C: ?	D: -26.4%
19: CCOc1ccc(-c2cc(C(=O)NCc3ccc(OC)cc3)c3c(-c4ccc(F)cc4)[nH]nc3n2)cc1
  A: 22.6%	B: -8.0%[10.9 µM]	C: -1.5%	D: -21.8%
20: CCn1c(CN2CCCCC2)nc2cc(NC(=O)c3ccccc3[N+](=O)[O-])ccc21
  A: 5.2%	B: -2.1%[10.9 µM]	C: ?	D: 17.9%
21: O=C(COCc1cc(-c2ccc(F)cc2)on1)Nc1cc(Cl)ccc1O
  A: -10.4%	B: 3.7%[10.9 µM]	C: ?	D: -25.9%
22: CCC1(C)Cc2c(sc3nc(SCC(=O)O)[nH]c(=O)c23)CO1 (configuration not stated)
  A: -5.8%	B: -4.1%	C: 1.2%	D: -1.7%
23: COC(=O)C1=C(Nc2ccc(C)cc2)C=C(C)C(C(=O)OC)C1c1ccc(F)cc1 (configuration not stated)
  A: -5.6%	B: .	C: .	D: -9.4%
24: CCCSc1nnc2n(-c3ccc(OC)cc3)c(=O)c3c4c(sc3n12)COC(C(C)C)C4 (configuration not stated)
  A: -2.8%	B: -12.8%[10.9 µM]	C: ?	D: 13.2%
25: COc1ccc(C(=O)Nc2ccc3nc(N4CCCCC4)cc(C)c3c2)c(OC)c1
  A: -1.1%	B: -10.3%[10.9 µM]	C: ?	D: 13.5%
26: Cc1ccc(N2CCN(C(=O)C3CCN(S(=O)(=O)c4ccc5c(c4)oc(=O)n5C)CC3)CC2C)cc1 (configuration not stated)
  A: 5.6%	B: 6.9%[10.9 µM]	C: 4.9%	D: 0.4%
27: Cc1ccc(C(=O)Oc2c(S(=O)(=O)c3ccccc3)c(C)nn2-c2ccccc2)cc1
  A: 9.8%	B: -3.0%[10.9 µM]	C: ?	D: -4.3%
28: CC1CN(C(=O)N2CCC(C(=O)NCCCc3ccccc3)CC2)c2ccccc2O1 (configuration not stated)
  A: 10.4%	B: -8.6%[10.9 µM]	C: 0.5%	D: -15.2%
29: O=C(c1cnn2c(C(F)(F)F)cc(-c3ccccc3)nc12)N1CCOCC1
  A: 38.8%[activator]	B: -5.0%	C: -3.1%	D: 2.5%
30: CCc1nc(C)cn1S(=O)(=O)c1ccc(Cl)c(Cl)c1Cl
  A: -13.6%	B: -16.6%	C: 1.0%	D: -11.4%
31: CC1CCN(S(=O)(=O)c2ccc3nc(NCc4ccc(N(C)C)cc4)ccc3c2)CC1
  A: 16.8%	B: -15.3%[10.9 µM]	C: -0.4%	D: -16.5%
32: Cc1ccccc1NC(=O)C1CCCN1S(=O)(=O)c1cccc2cccnc12 (configuration not stated)
  A: -1.0%	B: -5.9%	C: -4.3%	D: -8.3%
33: C/C=C1\C2C=C(C)C[C@@]1(N)c1ccc(=O)[nH]c1C2
  A: -0.2%	B: 4.9%	C: .	D: -2.4%
34: COCc1nnc(NS(=O)(=O)c2ccc(NC(C)=O)cc2)s1
  A: 13.4%	B: -7.3%	C: 1.1%	D: -7.5%
35: COc1ccc(CCNC(=O)c2cc(-c3cc(C)c(C)cc3O)n[nH]2)cc1OC
  A: 3.1%	B: -14.2%	C: 1.4%	D: -4.7%
36: COc1ccc(CN(CCN(C)C)c2ncccn2)cc1
  A: -7.0%	B: -3.4%	C: .	D: -3.1%
37: CCc1ccc(CNC(=O)C2COc3ccccc3C2)cc1 (configuration not stated)
  A: -5.4%	B: -3.3%[10.9 µM]	C: -0.5%	D: -9.4%
38: CS(=O)(=O)c1nc(-c2cccs2)cc(C(F)(F)F)n1
  A: ?	B: -39.6%[inhibitor]	C: ?	D: ?
39: Cc1ccc(-c2nc(CS(=O)(=O)CC(=O)Nc3cc(C)ccc3C)c(C)o2)cc1
  A: 7.9%	B: -9.9%[10.9 µM]	C: 1.5%	D: -8.8%
40: Nc1nnc(SCc2ccccc2)n1-c1ccccc1
  A: 3.6%	B: .	C: .	D: 12.0%
41: Cc1cccc(-n2c(O)c(C=NCCCN3CCOCC3)c3ccccc3c2=O)c1
  A: 1.1%	B: -15.8%	C: -0.8%	D: 8.4%
42: Cc1ccc(CCNC(=O)c2ccc(Nc3nc4ccccc4n4nnnc34)cc2)cc1
  A: 2.9%	B: -5.9%[10.9 µM]	C: ?	D: ?
43: COc1ccc2cc3c(N)c(C(=O)N4CCCC4)sc3nc2c1
  A: -29.4%	B: -50.3%[inhibitor]	C: ?	D: ?
44: COc1ccc(CNC(=O)CCS(=O)(=O)c2cc3c4c(c2)CCN4C(=O)CC3)cc1
  A: 2.0%	B: -9.9%[10.9 µM]	C: -2.7%	D: 0.6%
45: CCCCOc1cccc(C(=O)N(Cc2cccs2)c2ccc(OC)cc2)c1
  A: -7.2%	B: -17.5%[10.9 µM]	C: ?	D: -14.6%
46: COC(=O)c1ccc(-n2nc(C(F)(F)F)c3c2-c2ccoc2CC3)cc1
  A: -5.2%	B: .	C: .	D: -1.3%
47: Cc1ccc(C23CC4CC(CC(CC(=O)N5CCOCC5)(C4)C2)C3)cc1
  A: 6.4%	B: .	C: .	D: -4.2%
48: CC1CCN(S(=O)(=O)c2cn(CC(=O)N3CCN(C)CC3)c(=O)c3ccccc23)CC1
  A: 10.5%	B: 0.0%	C: 3.0%	D: -5.4%
49: c1ccc(CNc2ccc3ccccc3n2)nc1
  A: ?	B: -88.8%[inhibitor]	C: ?	D: ?
50: O=C(NC1CCN(Cc2ccccc2)CC1)c1ccc(I)cc1
  A: -6.9%	B: -15.1%	C: -0.2%	D: -18.6%
51: COc1cccc(OCc2nnc(SCC(=O)OCc3ccccc3)o2)c1
  A: -4.3%	B: -24.6%	C: 2.5%	D: 5.8%
52: CCCC(O)(CCN1CCOCC1)c1ccc(Br)cc1 (configuration not stated)
  A: ?	B: -15.3%	C: -0.1%	D: 5.3%
53: O=C(NCc1ccco1)NC1CCCCC1
  A: 12.7%	B: .	C: .	D: -5.1%
54: CC1CCN(c2nc(-c3ccc(C(C)(C)C)cc3)nc3ccccc23)CC1
  A: 15.8µM*	B: -15.6%[10.9 µM]	C: -1.3%	D: 10µM*
55: Cc1nc(-c2cccnc2)sc1CCNS(=O)(=O)c1ccc(F)cc1
  A: 6.0%	B: 15.2%[10.9 µM]	C: 1.6%	D: -7.8%
56: N#CC1=C(N)SC(N)=C(C#N)C1Cc1ccccc1
  A: 39.8%[activator]	B: -28.1%	C: ?	D: 47.3%[activator]
57: COc1nc(NCc2ccc(Cl)cc2)nc(OC)n1
  A: -10.5%	B: -14.9%	C: -1.9%	D: -7.6%
58: CC1C2CC(CC1(C)C)N(C(=O)Nc1ccc3nccnc3c1)C2 (configuration not stated)
  A: -6.5%	B: -10.6%	C: 0.4%	D: -6.6%
59: CCOc1ccc(CNC(=O)c2cc3cc(S(=O)(=O)N4CCCCC4)ccc3n2C)cc1
  A: 9.3%	B: -8.7%[10.9 µM]	C: ?	D: -17.5%
60: CC(C)C(OC(=O)c1cccs1)C(=O)NCc1ccco1 (configuration not stated)
  A: -28.2%	B: -17.7%	C: 1.4%	D: 4.6%
61: CCN(CC)C(=O)COc1ccc(-c2nnc(N3CCCCC3)c3ccccc23)cc1
  A: 0.4%	B: -20.2%	C: ?	D: 2.4%
62: CCOC(=O)CSc1nc2cc3c(cc2cc1CC)OCCO3
  A: 12.1%	B: .	C: .	D: 3.3%
63: CC(C)(C)C1CCc2c(sc(NC(=O)C3c4ccccc4Oc4ccccc43)c2C(N)=O)C1 (configuration not stated)
  A: 0.2%	B: -5.7%[10.9 µM]	C: 8.5%	D: 11.5%
64: CN(C)CCCNC(=O)Cc1ccc(Br)cc1
  A: -5.0%	B: -13.9%	C: 1.1%	D: 1.9%
65: O=C(CN1CCN(c2ccccc2)CC1)Nc1nnc(-c2ccccc2)s1
  A: -2.3%	B: -18.9%	C: ?	D: 4.4%
66: CCNc1nc(N2CCCCC2)nc(-n2nnc(C(=O)OCC)c2C)n1
  A: -1.9%	B: -13.6%	C: 0.7%	D: 2.7%
67: Fc1ccc(-c2nnc3sc(-c4ccc5c(c4)OCO5)nn23)cc1
  A: 1.2%	B: -2.0%	C: -4.5%	D: 0.4%

# 3 of the entries above in order of the IkB signaling value, largest number first:
nr	Structure	IkB signaling
30	CCc1nc(C)cn1S(=O)(=O)c1ccc(Cl)c(Cl)c1Cl	1.0%
16	CCOC(=O)c1c(C)[nH]c(C)c1S(=O)(=O)N(C)CC(=O)N1CCN(c2ccccc2)CC1	0.6%
29	O=C(c1cnn2c(C(F)(F)F)cc(-c3ccccc3)nc12)N1CCOCC1	-3.1%
